RmlC RmlD mix: inhibitors of RmlC and RmlD coupled enzymes; 0.39% of 110,000 active; AID 1532; inhibition, % at 5.5 µM; RmlC/RmlD coupled enzyme inhibition, 384-well mixture HTS; in the data active = inhibition above about 30%, passing the limit was not always enough; note: strong numbers were not always called active
RT RNaseH block: blocks HIV-1 RNase H cleavage of RNA/DNA duplex; RT-RNase H RNA/DNA duplex cleavage, fluorescence; AID 565; inhibition, % at 10 µM; 1.9% of 65,000 active; in the data active = inhibition above about 50%
Active calls of the source: *; . = not tested or not shown; & = joins results of further samples. This is a subset; count on the stated rates, not on these rows.

SMILES	RmlC RmlD mix	RT RNaseH block
COC(=O)C1(C)NC(c2cccs2)C2C(=O)N(c3ccc(F)cc3)C(=O)C21 (centres undefined)	4	-11
COc1cccc(-c2nnc(SCC(=O)NCc3ccc4c(c3)OCO4)n2Cc2ccco2)c1	-16	.
CCSc1nc2ccc(OC)cc2cc1C#N	8	.
CC(C)OC(=O)c1c(N)n(CC2CCCO2)c2nc3ccccc3nc12 (centres undefined)	10	-2
NC(=O)Nn1c(CCC(=O)O)ccc1-c1ccc(F)cc1	5	.
CN1C(C(=O)NCc2ccccc2)CC2Cn3c(nc4cc(Cl)c(Cl)cc43)C21 (centres undefined)	0	.
CN1CCN(c2cc3c(c4c2[nH]c2ccccc24)C(=O)CC(C)(C)C3)CC1	17	18
c1ccc(-c2cc(N3CCCCC3)ncn2)cc1	13	-6
CCCCNc1ccc(C(=O)Nc2cccc(C)n2)cc1[N+](=O)[O-]	8	.
c1ccc(-n2ncc3c(N4CCN(CCOc5cccc6ccccc56)CC4)ncnc32)cc1	105	.
Cc1ccc(NC(=O)CN(C)S(=O)(=O)c2cccc3nsnc23)cc1Cl	-5	-10
Cc1cc(C)n2nc3nc4c(cc3c2n1)CCCC4	6	-16
CC(C)(C)OC(=O)NCCc1nnc(SCc2ccc(Cl)cc2)o1	-8	.
O=C(NCCN1CCOCC1)c1ccc(CS(=O)(=O)c2ccc(Cl)cc2)o1	3	7
CCOc1ccc(NC(=O)C2CCCCN2S(=O)(=O)c2ccccc2)cc1 (centres undefined)	-9	.
COc1cc2c(cc1NC(=O)Cn1cnc3c1c(=O)n(C)c(=O)n3C)oc1ccccc12	2	-7
COc1ccc(CC2C(=O)N(C)C(=O)N(C)C2=O)c(OC)c1	.	0
CCS(=O)(=O)N1CCC(C(=O)NCc2ccccc2OC)CC1	5	1
Nc1nc(-c2cccnc2)nn1C(=O)Cc1ccccc1	5	-8
Fc1ccccc1-c1nc(-c2ccccc2)no1	-11	-15
Cc1cc2c(ncn2C)c(NS(=O)(=O)c2cc(Cl)ccc2Cl)c1C	10	.
CC(=O)Cc1nsc(Nc2ccc3c(c2)OCCO3)n1	6	-4
COc1cccc(C(=O)Nc2nc3c(s2)CN(C)CC3)c1	22	.
Cc1ccc(CNC(=O)CSc2nc3ccsc3c(=O)n2NC(=O)c2ccccc2)cc1	100	.
COc1cc(NC(=O)c2cccs2)c(C(=O)OCC(=O)NCc2ccco2)cc1OC	7	9
C/C(=C\C(=O)c1ccccc1)NNc1nc2ccccc2s1	-8	.
CC(C)C(=O)Nc1cccc(NC(=S)NC(=O)c2ccc([N+](=O)[O-])cc2)c1	4	.
NC(=S)Nc1cc2ccccc2c2ccccc12	15	.
O=S(=O)(c1ccc(-c2csc(-c3cccnc3)n2)cc1)N1CCCC1	10	14
O=S(=O)(c1ccc(F)c(F)c1)N1CCN(Cc2ccc3c(c2)OCO3)CC1	20	-9
Cc1ccccc1Cn1cc(NC(=O)c2nc3ncccn3n2)cn1	-1	.
CC1(C)NC(=O)N(CC(O)CN(Cc2ccccc2)Cc2ccccc2)C1=O (centres undefined)	17	-4
O=C(NCC1CCCO1)c1cnn2c1NC(c1ccccc1)CC2C(F)(F)F (centres undefined)	-11	4
Cc1ccc(/C=C2\CCC3=C2OC(N)=C(C#N)C3c2ccc(C)cc2)cc1 (centres undefined)	-4	.
O=S(=O)(c1ccc(Cl)s1)N1CCN(Cc2ccccc2)CC1	-14	-27
CCOC(=O)c1c(C)oc2c1c(C(c1cccnc1)N1CCCCC1)c(O)c1ccccc12 (centres undefined)	11	.
CN(C(=O)c1ccccn1)c1nnc(-c2ccccn2)s1	74*	0
CN(Cc1ccccc1)C(=O)Cn1c(=O)oc2cc(S(=O)(=O)NCc3ccccc3)ccc21	-12	.
c1ccc(-n2cccc2CNC2CCCCC2)cc1	0	38
Cc1nn(C)c(Oc2cccc(Cl)c2)c1C=O	10	.
Cc1ccsc1/C=C1\CCc2ccccc2C1=O	0	.
COc1cc(=O)n2c(n1)SCCC2	6	.
COC(=O)Cn1c2ccc(C)cc2c2nc(C)sc21	-5	.
CSc1nc(-c2ccccc2)nc(N2CCN(C)CC2)c1C(C)=O	9	-3
CCCCCCCCN1C(=O)N(C)C(N(O)C(=O)NC)C1(C)C (centres undefined)	11	.
Cc1ccc(C(=O)COC(=O)CNC(=O)COc2ccccc2C)cc1C	-8	.
CC(C)=C1SC(N2CCN(c3cccc(C(F)(F)F)c3)CC2)=NC1=O	-6	.
Cc1cccc(-c2nnc(SCC#N)n2-c2ccccc2)c1	11	-13
O=C(Nc1nnc(C2CCCCC2)s1)c1cccs1	2	-3
C=CCNC(=S)NNC(=O)c1ccc(OC(C)C)cc1	-27	.
Next section.
SMILES	RmlC RmlD mix	RT RNaseH block
C=CCc1c(C)nc(C)nc1N/N=C/c1ccccc1O	-4	.
CCOc1ccc(NS(=O)(=O)c2ccc(NS(C)(=O)=O)cc2)cc1	-9	1
O=C(O)CN(CCO)CCN(CC(=O)O)CC(=O)O	-18	-4&5
Cc1sc(NC(=O)c2ccccc2)c(C(=O)NCCN(C)C)c1C	17	.
CCN1CCCC1CNC(=O)c1c(O)c2c([nH]c1=O)CCCC2 (centres undefined)	5	-7
CCCSc1nnc2n(Cc3ccccc3)c(=O)c3c4c(sc3n12)CCC4	.	-1
Cc1ccc(-c2nnc(CSc3nnc4c5c(C)c(C)sc5nc(C(C)C)n34)o2)cc1	.	-40
CC1(C)CC(=O)C(C=NCCN2CCN(C(=S)Nc3ccc(F)cc3)CC2)=C(O)C1	-4	.
O=P(O)(O)c1ccccc1OCc1ccccc1	4	-1
CC(C)CCOC(=O)C1C2C=CC3(CN(Cc4cccs4)C(=O)C13)O2 (centres undefined)	-6	1
CC(C)NC(=O)CSc1nc2ccccc2n1-c1ccccc1	-5	-5
COc1nc(N/N=C/c2cc3c(cc2Br)OCO3)nc(N2CCOCC2)n1	18	.
CCn1c(=O)n(CC)c2cc(S(=O)(=O)N3CCc4ccccc43)ccc21	-9	-37
Cc1nnc(NC(=O)CCC(=O)NCc2cccs2)s1	2	.
O=C(CSc1nnc(-c2ccco2)n1Cc1ccccc1)OC1CCCCC1	-9	-27
C/C=C(\C)C(=O)NCCN1C2=NC[C@H](C(C)C)N2C[C@H]1Cc1ccc(O)cc1	-6	.
Cc1ccccc1C(=O)Nc1nnc(-c2ccc(F)cc2)o1	-16	-9
COc1ccc(-c2cc(C(F)F)n3ncc(C(=O)N4CCCCC4)c3n2)cc1	0	.
Cc1cccc(C(=O)O/N=C(\N)c2ccc(Br)cc2)c1	-14	.
O=C(NCCN1CCCC1)C1CCN(S(=O)(=O)N2CCC3(CC2)OCCO3)CC1	-7	-9
O=C(CN1CCCC1)N1CCCc2c1c(=O)oc1ccc(OCc3ccccc3)cc21	-1	-11
O=C(NCc1ccc2c(c1)OCO2)c1ccc(S(=O)(=O)N2CCCCC2)cc1	11	.
Cc1ccc(C(=O)C(OC(=O)CN2C(=O)c3ccccc3C2=O)c2ccccc2)cc1 (centres undefined)	-2	.
O=C(CSc1nc(-c2ccccc2)c(-c2ccccc2)[nH]1)N1CCN(S(=O)(=O)c2ccccc2)CC1	-20	.
O=CNCCCc1nc2ccccc2n1Cc1ccccc1	8	-10
CCc1ccc2[nH]c(=O)c(C(c3nnnn3CC3CCCO3)N3CCN4CCCC4C3)cc2c1 (centres undefined)	2	12
CC(C)c1nnc(NC(=O)CCC(=O)N2CCN(Cc3ccccc3)CC2)s1	0	-8
Cc1cc(C)n(-c2nc3c(c(=O)[nH]c(=O)n3C)n2CC(O)COc2ccccc2)n1 (centres undefined)	-11	2
COc1ccc(N2C(=O)C3CCCN3C2c2cc(OC)c(OC)cc2OC)cc1 (centres undefined)	-2	-5
N#Cc1cnc(Nc2nc3ccccc3o2)nc1-c1ccccc1	-9	4
Cc1[nH]c2ccccc2c1SCC(=O)N1CCCc2ccccc21	-4	.
CCC(=O)Nc1c(-c2ccc(OC)cc2)c(=O)c2ccccc2n1C	8	-5
COc1ccc(CCNC(=O)COC(=O)c2cnc(C)cn2)cc1	-9	.
COc1ccccc1N1CCN(C(CNC(=O)c2ccco2)c2cccnc2)CC1 (centres undefined)	-12	-8
CCCOc1ccccc1C1C(C(=O)OC)=CN(C(C)C)C=C1C(=O)OC	-88	34
Cc1nc(C)n(C(=O)N(c2ccccc2)c2ccccc2)n1	-11	-3
Cc1cc(NC(=O)CCC(=O)N(c2cccnc2)C(C(=O)NC2CCCC2)c2ccccc2)no1 (centres undefined)	1	-17
O=C(NCCCc1ccccc1)c1ccccc1O	-8	-10
C/C(=N\NC(=O)C1CC1)c1ccc(Cl)c(Cl)c1	-13	.
Cc1cccc(CN2CCN(c3ccccn3)CC2)c1	-15	-13
O=C(NCCCN1CCCC1=O)c1cncc(Br)c1	10	-5
O=c1[nH]c2ccccc2n1Cc1ccc(Cl)cc1	3	.
O=S(=O)(NCC(c1cccnc1)N1CCN(c2ccc(F)cc2)CC1)c1ccccc1 (centres undefined)	-7	-13
CC(=O)O[C@@H]1C[C@H]2C(C)(C)C(=O)C=C[C@]2(C)[C@H]2CC[C@@]3(C)[C@H](c4ccoc4)OC(=O)[C@H]4O[C@]43[C@@]21C	-16	.
CCCCN(CC)Cc1c(C)[nH]c2ccccc2c1=O	.	-9
O=C(c1ccc(N2CCCCS2(=O)=O)cc1)N1CCN(c2ccc(N3CCOCC3)nn2)CC1	.	-8
CCOC(=O)N1CCc2c(sc(NC(=O)c3ccc(Cl)s3)c2C(N)=O)C1	-12	26
CCOC(=O)N1CCN(C(=O)C2CCCN(S(=O)(=O)c3cccnc3)C2)CC1 (centres undefined)	-10	-3
CCCCOC(=O)COc1cc(C)cc2oc(=O)c3c(c12)CCC3	-19	-3
Cc1ccc(Cn2nc(C)c(NC(=O)c3nn(C)cc3Cl)c2C)cc1	2	.

17 consecutive records out of the list so far, for reference:
SMILES	RmlC RmlD mix	RT RNaseH block
COc1ccccc1N1CCN(C(CNC(=O)c2ccco2)c2cccnc2)CC1 (centres undefined)	-12	-8
CCCOc1ccccc1C1C(C(=O)OC)=CN(C(C)C)C=C1C(=O)OC	-88	34
Cc1nc(C)n(C(=O)N(c2ccccc2)c2ccccc2)n1	-11	-3
Cc1cc(NC(=O)CCC(=O)N(c2cccnc2)C(C(=O)NC2CCCC2)c2ccccc2)no1 (centres undefined)	1	-17
O=C(NCCCc1ccccc1)c1ccccc1O	-8	-10
C/C(=N\NC(=O)C1CC1)c1ccc(Cl)c(Cl)c1	-13	.
Cc1cccc(CN2CCN(c3ccccn3)CC2)c1	-15	-13
O=C(NCCCN1CCCC1=O)c1cncc(Br)c1	10	-5
O=c1[nH]c2ccccc2n1Cc1ccc(Cl)cc1	3	.
O=S(=O)(NCC(c1cccnc1)N1CCN(c2ccc(F)cc2)CC1)c1ccccc1 (centres undefined)	-7	-13
CC(=O)O[C@@H]1C[C@H]2C(C)(C)C(=O)C=C[C@]2(C)[C@H]2CC[C@@]3(C)[C@H](c4ccoc4)OC(=O)[C@H]4O[C@]43[C@@]21C	-16	.
CCCCN(CC)Cc1c(C)[nH]c2ccccc2c1=O	.	-9
O=C(c1ccc(N2CCCCS2(=O)=O)cc1)N1CCN(c2ccc(N3CCOCC3)nn2)CC1	.	-8
CCOC(=O)N1CCc2c(sc(NC(=O)c3ccc(Cl)s3)c2C(N)=O)C1	-12	26
CCOC(=O)N1CCN(C(=O)C2CCCN(S(=O)(=O)c3cccnc3)C2)CC1 (centres undefined)	-10	-3
CCCCOC(=O)COc1cc(C)cc2oc(=O)c3c(c12)CCC3	-19	-3
Cc1ccc(Cn2nc(C)c(NC(=O)c3nn(C)cc3Cl)c2C)cc1	2	.

The list goes on.
SMILES	RmlC RmlD mix	RT RNaseH block
CCOC(=O)C1=C(C)Nc2nnnn2C1c1cccc(OC)c1OC (centres undefined)	-5	-21
COC(=O)C(C(=O)Nc1ncccn1)C1CCCCCC1 (centres undefined)	4	-2
CC(C)(C)c1ccc(C(=O)NNC(=O)c2cccc(Br)c2)cc1	16	.
COc1ccc(-c2n[nH]c(C)c2-c2cnn(-c3ccccc3)c2)c(O)c1C	6	.
COc1ccc(/C=N/NC(=O)c2cccc([N+](=O)[O-])c2)cc1OC(=O)c1ccccc1	-11	.
COc1ccc(NC(=O)c2cnc3sccn3c2=O)cc1OC	.	-9
COc1ccc(OC)c(C(=O)CSc2nnc(Cc3cccs3)n2C)c1	0	3
COC(=O)[C@@H]1[C@H](CCc2ccccc2)NC(=O)N(Cc2ccccc2)[C@@H]1C	5	.
CC(C(=O)N1c2ccccc2CCc2ccccc21)n1nnc(-c2ccc(N(C)C)cc2)n1 (centres undefined)	-1	.
COc1ccc(Cc2nnc(NC(=O)Cn3cnc4c3c(=O)n(C)c(=O)n4C)s2)cc1OC	-7	.
Cn1c(C(=O)Nc2ccc3c(c2)OCCO3)cc2sccc21	-10	0
O=C(CCC1CCCC1)NC1CCCCC1	9	.
COc1cccc(C(C(=O)Nc2ccc(F)cc2)N(C(=O)Cn2nnc3ccccc32)C2CC2)c1 (centres undefined)	-1	.
CCCN1Cc2cccc(C(=O)Nc3ccc(C)cc3)c2C1=O	1	.
COc1ccc(CC(=O)Nc2ccc(-c3cn4cccc(C)c4n3)cc2)cc1OC	0	.
CCCN1CCC(=O)N(CCSc2ccc(NC(C)=O)cc2)CC1	3	.
O=C(CCC(=O)c1ccc(Oc2ccccc2)cc1)Nc1ccc(Cl)cc1Cl	-12	.
CCOC(=O)CC1=C(C(=O)OCC)C(c2ccc(C)o2)C(C#N)=C(N)O1 (centres undefined)	-9	-22
Cc1cc(C(=O)CSc2nnc(-c3ccc(F)cc3)o2)c(C)n1CC1CCCO1 (centres undefined)	6	.
O=C(CCCn1c(=O)c2sccc2n(CC(=O)OCc2ccccc2)c1=O)NCc1ccco1	8	-1
O=C(CSc1nc2cc(Cl)ccc2o1)Nc1ccc(N2CCOCC2)cc1	-16	.
COc1ccccc1-c1c(C#N)c(SCC(=O)N2CCCC2)nc(C)c1C(N)=O	4	65*
Cc1cccc(Oc2coc3cc(OC(=O)c4cccs4)ccc3c2=O)c1	-10	.
Cc1noc(C(=O)N2CC3(C)CC2CC(C)(C)C3)c1Cl (centres undefined)	8	-15
O=S(=O)(c1cccs1)N1CCN(CC(O)COC2CCCc3ccccc32)CC1 (centres undefined)	.	-9

Source: PubChem BioAssay (several laboratories)
